Screening data deposited in PubChem BioAssay by National Center for Advancing Translational Sciences (NCATS).
NPC1 prom act: activates the NPC1 promoter; Huh7 NPC1 promoter luciferase reporter, 24 h; Potency, µM (series often up to 9.22 µM), for inactives: top-dose activation, usual class: activators; AID 485313; actives 2.4% (n = 320,000);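 note: potency is the fitted concentration of half-maximal effect; % of control where 0% means no effect; nearly all actives have a fitted effect of over 60% in size; reporter is driven by a mutant NPC1 promoter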
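Huh7 cells stably carrying NPC1 promoter–luciferase, plated in Opti-MEM with 10% FBS for 2 h, were exposed to compound in DMSO for 24 h at 37 °C; luciferase reagent was added for 10 min and luminescence read.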
ELG1 genotox: genotoxicity induction in ELG1-luciferase HEK293T cells | AID 504466 | HEK293T ELG1-luciferase reporter, luminescence, 16 h | Potency, µM (highest dose often 46 µM), for inactives: top-dose activity change, positive = activation, hits mostly activators | actives 1.3% (n = 330,000); note: potency is the fitted concentration of half-maximal effect; % of control where 0% means no effect; nearly all actives have a fitted effect of over 60% in size
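Step 1: seed 2,000 HEK293T ELG1-luciferase cells per well. Step 2: add compound or DMSO, incubate 16 hr at 37 °C. Step 3: ONE-Glo, 30 min at room temperature, read luminescence.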
KCNH2 3.1 inh: KCNH2 3.1 (human) potassium channel inhibition; U2OS KCNH2 3.1, thallium flux FluxOr; hits give low values; activity change, % (tested at about 1.8 µM); actives 0.95% (n = 340,000); AID 720553;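 active = maximum activity change below -70%; inconclusive = maximum activity change from -70% to -50%; inactive = maximum activity change above -50%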;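 note: thallium influx rate constant from kinetic fluorescence after stimulation buffer; % is set by controls: 0 for no effect and ±100 for the full control effect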
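FluxOr-based Tl+ influx in U2OS cells transduced with KCNH2 3.1 virus; rate constants normalized to DMSO controls.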
VP16 counter: counter-screen for ROR gamma inhibitors: Gal4-VP16 reporter. Drosophila S2 Gal4-VP16 UAS-luciferase, luminescence, 20 h. Potency, µM (titrated, usually from 53.6 µM), for inactives: top-dose activity, negative = inhibition, hits mostly inhibitors. actives 3.5% (n = 310,000). AID 2546;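 note: Gal4-VP16 expression switched on by copper sulfate through the metallothionein promoter; potency is the fitted concentration of half-maximal effect; % is set by controls: 0 for no effect and ±100 for the full control effect; nearly all actives have a fitted effect of over 50% in size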
Tb PFK block: T. brucei PFK enzyme inhibition | O15648 | T. brucei PFK, ADP-Glo luminescence | Potency, µM (highest dose often 57.5 µM), inactives show at the highest dose activity, negative = inhibition, most hits filed as inhibitors | actives 0.17% (n = 330,000) | AID 485367;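 note: potency is the fitted concentration of half-maximal effect; 0% = uninhibited 1x PFK enzyme wells and -100% = no-enzyme wells; nearly all actives have a fitted effect of over 60% in size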
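Activity is normalized to no-enzyme wells (full inhibition) and 1.25 nM enzyme wells (no inhibition). Reaction: 0.5 mM F6P, 0.1 mM ATP, 45 min RT, ADP-Glo luminescence; concentration-response curves fitted and classed by quality.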
Coupling enz: coupling enzyme interference in Giardia aldolase counter-screen; coupling enzyme system counterscreen, AmpLite Red fluorescence; activity change, negative = inhibition, % at 58.2 µM, hits read low; actives 0.67% (n = 290,000); AID 2472; in the data active = activity change below about -30%; note: % is set by controls: 0 for no effect and ±100 for the full control effect
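Compounds tested against the coupling enzymes alone at 57.5 uM final; readout was AmpLite Red fluorescence (525/598 nm) after 20 min at RT.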
Giardia killer: Giardia lamblia killing; Giardia lamblia trophozoite viability; activity change, % at 7.66 µM, hits read low; actives 0.15% (n = 340,000); AID 540267; in the data active = activity change below about -80%; inconclusive = between about -30% and that limit;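 note: parasites exposed to compound for two days anaerobically before the ATP read; % is set by controls: 0 for no effect and ±100 for the full control effect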
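Giardia trophozoites, 100 cells per well, were exposed to compounds for 48 hrs at 37 deg C under anaerobic conditions; viability was then read as ATP content by bioluminescence after 15-30 min at room temperature.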
Rab9 promoter act: activates the Rab9 promoter; Huh7 Rab9 promoter-luciferase reporter, luminescence, 24 h; Potency, µM (doses to about 9.22 µM), for inactives: top-dose activation, negative = inhibition, actives largely listed as activators; actives 2.8% (n = 320,000); note: potency is the fitted concentration of half-maximal effect; % of control where 0% means no effect; nearly all actives have a fitted effect of over 60% in size
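Luminescence from Amplite-detected luciferase (10 minutes, ambient) reports Rab9 promoter activation. Before that, stable Rab9-luciferase Huh7 cells (1500/well, reduced-serum OP-MEM I plus 10% FBS) were exposed to compound for 24 hours at 37C.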
RORg inh: ROR gamma (mouse) transcription inhibition; Drosophila S2 Gal4-RORgamma UAS-luciferase reporter, 20 h; Potency, µM (top dose mostly 53.6 µM), without a hit: at the highest dose activity change, negative = inhibition, hits mostly inhibitors; actives 5.4% (n = 310,000); AID 2551; note: potency is the fitted concentration of half-maximal effect; % is set by controls: 0 for no effect and ±100 for the full control effect; nearly all actives have a fitted effect of over 60% in size
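Read-out: Photinus luciferase luminescence; inhibitors lower reporter signal. Insect Schneider cells with Gal4-ROR gamma fusion under metallothionein promoter, UAS reporter; 700 uM final copper sulfate induction, 20 hr, ambient temperature.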
uPA generation: blocks generation of uPA at the cell surface; cell surface uPA generation assay, qHTS; Potency, µM (highest dose often 38.3 µM), without a hit: at the highest dose activity change, negative = inhibition, hits mostly inhibitors; actives 0.31% (n = 330,000); AID 540303; active = well fitted inhibition curve with a large enough effect; inconclusive = small, poorly fitted or top-dose-only effect; inactive = no such curve, though single readings can be large or run the other way; tested in mouse RAW 264.7 cells; note: potency is the fitted concentration of half-maximal effect; % is set by controls: 0 for no effect and ±100 for the full control effect; nearly all actives have a fitted effect of over 55% in size
FLuc modulator: inhibits or activates purified firefly luciferase, miR-21 counter-screen; P08659; purified FLuc, Km substrates, luminescence inhibition; Potency, µM (top dose mostly 57.5 µM), inactives show top-dose activity change, negative = inhibition, usual class: inhibitors; actives 6.9% (n = 360,000); AID 588342;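 note: potency is the fitted concentration of half-maximal effect; plate controls were vehicle for no effect and reference inhibitor for full effect; nearly all actives have a fitted effect of over 55% in size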
Target sequence (P08659 whole entry, looked up): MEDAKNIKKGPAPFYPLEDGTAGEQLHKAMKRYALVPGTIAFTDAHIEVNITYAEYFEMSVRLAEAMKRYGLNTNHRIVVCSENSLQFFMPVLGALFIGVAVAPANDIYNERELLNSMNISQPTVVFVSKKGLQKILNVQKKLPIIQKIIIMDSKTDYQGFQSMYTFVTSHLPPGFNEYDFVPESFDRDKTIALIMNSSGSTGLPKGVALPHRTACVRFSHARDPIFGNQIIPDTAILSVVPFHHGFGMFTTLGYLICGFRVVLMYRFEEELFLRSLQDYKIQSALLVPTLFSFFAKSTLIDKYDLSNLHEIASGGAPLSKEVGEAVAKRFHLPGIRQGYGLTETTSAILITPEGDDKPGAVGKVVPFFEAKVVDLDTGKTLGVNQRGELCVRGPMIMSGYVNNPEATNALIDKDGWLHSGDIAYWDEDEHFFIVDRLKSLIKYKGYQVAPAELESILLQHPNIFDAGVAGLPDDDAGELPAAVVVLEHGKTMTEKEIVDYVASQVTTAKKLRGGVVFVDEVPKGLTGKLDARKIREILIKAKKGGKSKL
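Purified P. pyralis luciferase (10nM final) with 10uM D-luciferin and 10uM ATP (Km levels) in 50mM Tris acetate pH 7.5, 10mM Mg acetate, 0.01% Tween-20, 0.05% BSA; qHTS 6-point titration, ~60 µM downward; luminescence read.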
An asterisk follows results filed as active; ? = inconclusive; . = no result given; & = joins results of further samples; [ ] = another dose, or the depositor's remark. Unless noted, calls come from the whole dose curve; as a rule, active = well fitted curve in the direction sought with a large enough effect; inconclusive = small, poorly fitted or top-dose-only effect, or another doubt; inactive = no such curve, though single readings can be large; an effect the other way counts as inactive or inconclusive.

mol	NPC1 prom act	ELG1 genotox	KCNH2 3.1 inh	VP16 counter	Tb PFK block	Coupling enz	Giardia killer	Rab9 promoter act	RORg inh	uPA generation	FLuc modulator
Cc1ccc(S(=O)(=O)NC(=O)COc2ccccc2C)cc1	-1%	5%	11	3%	-7%	15	4	-5%	-15%	0%	-1%
CCN(CC)c1ccc(/C=N/NC(=O)c2cc3ccccc3[nH]2)cc1	3%	2%	8	5%	-4%	0	1	19%	20%	?	12µM*
CCN(CC)CC(O)COc1ccc2c(c1)OCO2 (centres undefined)	1%	0%	16	18%	1%	5	8	-2%	7%	10%	4%
CCOc1ccc2c(C)cc(=O)oc2c1OCC	3%	0%	2	-6%	-2%	1	-2	-2%	8%	-6%	-3%
COc1ccc(S(=O)(=O)N2CCCCC2)cc1NC(=O)C1CC1C (centres undefined)	-1%	1%	-3	.	0%	.	0	-2%	.	-16%	.
S=C(NCCc1c[nH]c2ccccc12)NC1CCCCC1	16%	-6%	-1	-26%	1%	3	0	15%	14µM*	0%	?
Cc1cc(=O)oc2c(C)c(OC(C)C(=O)NC3CCN(Cc4ccccc4)CC3)ccc12 (centres undefined)	2%	5%	34	2%	3%	3	14	-4%	1%	4%	0%
O=C(CCS(=O)(=O)c1ccccc1)N1CCCc2ccccc21	13%	6%	1	5%	0%	-1	-4	9%	3%	-18%	-4%
CC1(C)CC2CC(C)(CN2C(=O)COc2cccc3ccccc23)C1 (centres undefined)	0%	-3%	-12	7%	1%	-2	1	5%	0%	3%	-3%
COc1ccc(OCCNC(=S)Nc2cccc3ccccc23)cc1	1%	-8%	4	6.3µM*	0%	-3	2	-8%	2.8µM*	.	-1%
CC(C)c1ccccc1NC(=O)c1ccc(CN(c2ccccc2)S(=O)(=O)c2ccccc2)cc1	-4%	-1%	.	-11%	-2%	-1	.	1%	-8%	.	-2%
Clc1ccc(C2Nc3cccc4cccc(c34)N2)cc1	22%	-8%	19	-7%	-2%	-5	-9	17%	-21%	4%	19µM*
O=C(CCN1CCCCC1)c1ccc2c(c1)OCO2	0%	2%	4	13µM*	-24%	4	-11	-4%	3.2µM*	-5%	3%
C/C(=N\NC(=O)c1ccc(O)cc1)c1cccc(NC(=O)c2ccccc2C)c1	0%	7%	10	-3%	1%	-1	2	?	-20%	10µM*	2.7µM*
COc1ccccc1N(C)S(=O)(=O)c1ccc(C(=O)Nc2cc(F)ccc2C)cc1	.	-7%	-17	.	-1%	.	2	.	.	3%	.
O=C(Nc1ccc(Nc2ccccc2)cc1)c1ccc(Br)o1	30%	13%	5	-5%	-1%	-3	-22	?	?	-1%	19µM*
O=C(NNc1c(F)c(F)cc(F)c1F)c1ccc(Cl)nc1	-1%	0%	-14	6%	2%	1	-5	-4%	-8%	2%	-2%
Nc1nc2c(ncn2COC(CO)CO)c(=O)[nH]1	3%[46.1 µM]	2%	0	-6%	-2%	2&0	8&-8	-5%[46.1 µM]	-26%	10%	6%
COc1cccc(NC(=O)c2ccc3c(c2)C(=O)N(CC2CCCO2)C3=O)c1 (centres undefined)	3%	3%	5	-11%	-7%	4	3	0%	?	-3%	17µM*
Cc1cc2oc(=O)cc(CN3CCOCC3)c2cc1C(C)C	-1%	1%	-1	-4%	1%	3	25	-3%	-7%	1%	0%

Reprinted from the part before: six entries, followed by the next part.
mol	NPC1 prom act	ELG1 genotox	KCNH2 3.1 inh	VP16 counter	Tb PFK block	Coupling enz	Giardia killer	Rab9 promoter act	RORg inh	uPA generation	FLuc modulator
COc1ccccc1N(C)S(=O)(=O)c1ccc(C(=O)Nc2cc(F)ccc2C)cc1	.	-7%	-17	.	-1%	.	2	.	.	3%	.
O=C(Nc1ccc(Nc2ccccc2)cc1)c1ccc(Br)o1	30%	13%	5	-5%	-1%	-3	-22	?	?	-1%	19µM*
O=C(NNc1c(F)c(F)cc(F)c1F)c1ccc(Cl)nc1	-1%	0%	-14	6%	2%	1	-5	-4%	-8%	2%	-2%
Nc1nc2c(ncn2COC(CO)CO)c(=O)[nH]1	3%[46.1 µM]	2%	0	-6%	-2%	2&0	8&-8	-5%[46.1 µM]	-26%	10%	6%
COc1cccc(NC(=O)c2ccc3c(c2)C(=O)N(CC2CCCO2)C3=O)c1 (centres undefined)	3%	3%	5	-11%	-7%	4	3	0%	?	-3%	17µM*
Cc1cc2oc(=O)cc(CN3CCOCC3)c2cc1C(C)C	-1%	1%	-1	-4%	1%	3	25	-3%	-7%	1%	0%
O=C(c1cccs1)N1CCCC(N2CCN(c3ccc(F)cc3)CC2)C1 (centres undefined)	-9%	-7%	4	-9%	0%	1	16	-2%	8%	-3%	2%
O=C(CSc1nnc(-c2ccncc2)n1Cc1ccco1)Nc1cccc(O)c1	-1%	0%	-8	-9%	-5%	-2	23	-3%	-5%	4%	-5%
CC(C)=C1C2C=CC1C(C(=O)Nc1cccc(C)c1)C2C(=O)O (centres undefined)	-2%	-1%	-12	2%	1%	1	2	-5%	?	0%	3%
Cc1cc(NC(=O)c2ccc(S(=O)(=O)N(C)C)cc2)no1	-1%	9%	-9	29%	-6%	-1	-20	-1%	-16%	-1%	-16%
CCc1[nH]nc2c1C(Cc1ccccc1)C(C#N)=C(N)O2 (centres undefined)	-4%	4%	4	-12%	1%	-2	-4	-5%	26%	2%	10%
Cc1c(NC(=O)c2ccccc2NC(=O)c2ccccc2)cccc1C(=O)O	0%	2%	-17	-3%	0%	9	20	4%	-16%	-1%	17µM*
CC(C)CNC1=CC(=O)CC(c2ccco2)C1 (centres undefined)	-1%	-2%	1	3%	-10%	-10	8	-1%	-2%	3%	0%
CCc1cccc(OCCCCNCCCOC)c1	-5%	-4%	2	-2%	-6%	1	-23	-4%	-6%	-5%	-2%
CCOC(=O)c1sc2nc(C)nc(N3CCN(c4ncccn4)CC3)c2c1C	-2%	-1%	-1	6%	-4%	4	-6	0%	-3%	1%	-4%
COc1ccc(OCC(=O)OC(C)CN2CCCCC2)cc1 (centres undefined)	0%	3%	-1	3%	0%	0	-5	-6%	-18%	0%	5%
COc1cccc(N=C2SC(C(=O)Nc3ccccc3F)CC(=O)N2C)c1 (centres undefined)	-3%	-1%	7	?	-2%	0	7	9%	36%	1%	-1%
O=C(NCCCN1CCOCC1)c1ccc(NS(=O)(=O)c2cccc([N+](=O)[O-])c2)cc1	-2%	0%	17	.	-7%	4	3	-3%	.	3%	4%
COc1cc(/C=N/NC(=O)c2ccncc2)ccc1Oc1ccc([N+](=O)[O-])cn1	-4%	-8%	24	-1%	-2%	5	16	-3%	1%	0%	-2%
CCOc1ccc(C(=O)CCCC(=O)c2ccc(OCC)cc2)cc1	?	?	-2	-25%	2%	4	4	19%	?	5%	6.7µM*
Cc1cc(C)c(N2CCN(S(=O)(=O)N3CCCCCC3)CC2)c(C)c1	-2%	-4%	11	-17%	6%	0	-8	1%	-14%	5%	0%
C/C(=N\n1c(C)nc2ccccc2c1=O)c1ccc(C)o1	-1%	0%	-1	-2%	4%	3	-3	-4%	-8%	-1%	-2%
Cc1ccc(NC(=O)CC2Oc3ccc(C)cc3NC2=O)cc1 (centres undefined)	0%	-1%	-11	8%	1%	2	1	-2%	2%	4%	-1%
COc1ccc(Oc2c(C=O)c3ccccc3n2C)cc1	1%	-8%	1	-1%	2%	3	-7	2%	15%	-1%	5%
